Screening data deposited in PubChem BioAssay by several laboratories.
Rin1 Abl inh: inhibitors of human Rin1-Abl protein interaction; AID 588664; TR-FRET Rin1/Abl binding, biochemical; P00519+Q13671; inhibition, % at 7.35 µM; actives 0.4% (n = 360,000); in the data active = inhibition above about 5%, passing the limit was not always enough
FAS TE block: inhibitors of human fatty acid synthase thioesterase domain; actives 0.67% (n = 360,000); recombinant FAS-TE, OMFH fluorogenic substrate, fluorescence endpoint; AID 602261; inhibition, % at 15 µM; P49327;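 active = compounds whose normalised, plate-corrected inhibition of enzyme fluorescence in the single-dose primary screen is 50% or more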;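 also: 0% = DMSO with enzyme and 100% = substrate without enzyme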
CSN deneddyl inh: CSN deneddylation inhibition. Purified CSN, SCF-Nedd8-OG deneddylation, fluorescence polarization. inhibition, % at 12.5 µM. actives 0.38% (n = 360,000);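 active = pattern-corrected inhibition above about 35%, with an unprinted fluorescence ratio check between 0.5 and 1.5, limit read from the data, passing the limit was not always enough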;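 also: 0% = enzyme with substrate and 100% = substrate without enzyme; some results filed as inactive read as strong as hits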
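Material: purified human Csn5 enzyme expressed in HEK293T cells / Medium: Tris buffer pH 7.5, NaCl, DTT, Tween-20, trehalose, ovalbumin / Compound dosing: 12.5 µM single point / Schedule: 90 min incubation of compound, enzyme and substrate at room temperature / Signal: fluorescence polarization of the substrate / Control set: no-enzyme wells high, enzyme-with-substrate wells low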
MsrA inhibitor: bovine MsrA inhibition; AID 651718; purified bovine MsrA, absorbance read-out; actives 0.75% (n = 360,000); inhibition, % at 15.5 µM; in the data active = inhibition above about 4.5%;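 also: 0% = vehicle wells with enzyme and 100% = reference inhibitor wells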
bovine MsrA act: activates bovine MsrA enzyme | activation, % at 10.6 µM | actives 0.3% (n = 360,000) | AID 602163 | purified bovine MsrA, absorbance read-out; in the data active = activation above about 7.5%;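 also: 0% = vehicle and 100% = reference activator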
E coli Lon inh: E. coli protease La inhibition. purified E. coli Lon protease, fluorescence polarization. inhibition, % at 7.94 µM. actives 0.42% (n = 360,000). AID 602123; in the data active = inhibition above about 13%, passing the limit was not always enough;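 also: 0% = enzyme with probe and DMSO and 100% = no enzyme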
Target sequence (P0A9M0 whole entry, looked up): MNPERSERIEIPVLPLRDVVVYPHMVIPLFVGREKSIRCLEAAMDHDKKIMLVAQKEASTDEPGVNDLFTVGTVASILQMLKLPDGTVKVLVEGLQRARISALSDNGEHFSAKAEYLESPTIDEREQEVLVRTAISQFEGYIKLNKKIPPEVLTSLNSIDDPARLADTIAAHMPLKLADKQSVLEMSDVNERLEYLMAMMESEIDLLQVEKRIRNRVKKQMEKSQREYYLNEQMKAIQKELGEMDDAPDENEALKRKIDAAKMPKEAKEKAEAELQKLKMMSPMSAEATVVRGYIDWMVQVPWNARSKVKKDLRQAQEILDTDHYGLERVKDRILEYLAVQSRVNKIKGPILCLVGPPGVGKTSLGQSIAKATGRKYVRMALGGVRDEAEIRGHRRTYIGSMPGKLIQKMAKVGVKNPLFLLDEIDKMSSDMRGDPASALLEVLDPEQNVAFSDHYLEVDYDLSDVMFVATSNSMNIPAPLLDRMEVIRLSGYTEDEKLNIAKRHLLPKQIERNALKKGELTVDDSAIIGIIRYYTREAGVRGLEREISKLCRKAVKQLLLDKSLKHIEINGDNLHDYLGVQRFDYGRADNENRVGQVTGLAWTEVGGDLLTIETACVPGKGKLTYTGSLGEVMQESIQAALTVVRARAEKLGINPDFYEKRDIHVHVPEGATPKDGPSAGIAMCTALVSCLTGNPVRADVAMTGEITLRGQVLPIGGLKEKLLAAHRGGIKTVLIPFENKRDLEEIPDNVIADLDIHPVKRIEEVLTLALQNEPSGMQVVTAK
MT1-MMP act inh: blocks activation of human MT1-MMP; HT1080 RFP-PRO-GFP cells, GFP/RFP ratio fluorescence, overnight; percent of plate control window, DMSO zero; actives 0.061% (n = 360,000); GFP/RFP ratio change, % at 20 µM;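 active = GFP/RFP ratio change of at least 30% with cell ATP level not reduced by more than half and red fluorescence within 50% of control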; also: strong numbers were not always called active
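Test system: HT1080 RFP-PRO-GFP cells; Benchmarks: DMSO and RFP-L50D-GFP cell wells; Timing: cells overnight before dosing, compound overnight, 37 °C, 5% CO2; Compound: one 20 µM compound dose with 1% DMSO; Read-out: GFP/RFP fluorescence ratio.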
Rpn11 inh: Rpn11 (human) deubiquitinase inhibition; O00487; human 26S proteasome, Ub4-pepOG fluorescence polarization; 20S core pre-blocked with epoxomicin; calls only at 20 µM; actives 0.59% (n = 360,000); AID 588493;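 active = inhibition at 20 µM, scaled to each plate's controls, above about 33%, limit read from the data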
Target sequence (O00487 whole entry, looked up): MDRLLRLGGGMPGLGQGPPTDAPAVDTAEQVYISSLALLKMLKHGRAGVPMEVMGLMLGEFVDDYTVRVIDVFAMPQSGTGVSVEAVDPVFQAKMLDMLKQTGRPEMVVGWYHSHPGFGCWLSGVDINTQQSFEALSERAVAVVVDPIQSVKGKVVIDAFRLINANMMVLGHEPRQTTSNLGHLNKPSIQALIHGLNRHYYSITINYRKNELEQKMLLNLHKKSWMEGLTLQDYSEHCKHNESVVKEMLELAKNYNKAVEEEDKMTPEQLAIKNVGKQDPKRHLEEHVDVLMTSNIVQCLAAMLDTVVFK
MLLE-PAM2 inh: inhibitors of microRNA-mediated deadenylation, human PABP1 MLLE binding | GST-MLLE / FITC-PAM2 fluorescence polarization | actives 0.36% (n = 360,000) | inhibition, % at 20 µM | AID 588489 | P11940; in the data active = inhibition above about 35%, passing the limit was not always enough;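 also: plate controls were DMSO wells with GST-MLLE for no effect and wells lacking GST-MLLE protein for full effect; some results filed as inactive read as strong as hits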
An asterisk follows results filed as active; i = inactive; nt = no result given; + = active, no number; & = joins results of further samples.

Order of results – Rin1 Abl inh	FAS TE block	CSN deneddyl inh	MsrA inhibitor	bovine MsrA act	E coli Lon inh	MT1-MMP act inh	Rpn11 inh	MLLE-PAM2 inh
> Cc1ccc2c(c1)N(C(=O)CCC(=O)NCCN1CCOCC1)CCO2
    0	-5	0	0.3	-2	8	1	i	3
> COc1ccc(CNS(=O)(=O)CCNC(=O)c2cccc(OC)c2)cc1
    4	-3	-1	1.9	-1	5	0	i	-7
> COc1ccccc1NC(=O)Cc1c(F)cccc1Cl
    -1	-7	-5	2.2	0	-4	0	i	-5
> CCC(C)NC(=O)c1ccc2c(c1)N(Cc1ccccc1)C(=O)CS2 (stereo not given)
    2	5	1	0.9	-7	-3	3	i	3
> O=C(NCCCn1ccnc1)C1c2ccccc2Oc2ccccc21
    0	-12	-2	-0.3	-14	0	-1	i	3
> CCN(c1ccccc1)S(=O)(=O)c1ccc(N2CCN(c3ccc(OC)cc3)CC2)nc1
    0	10	-4	0.6	-6	4	8	i	-4
> CC(C)(C)OC(=O)[C@H](Cc1ccccc1)NC(=O)c1nc[nH]c1C(=O)NC1CCN(C(=O)OC(C)(C)C)CC1
    -1	29	-1	-0.5	1	6	1	i	6
> COCC(=O)N/N=C\c1cccc(OC)c1OC/C=C/c1ccccc1
    -1	-2	-1	1.1	-2	-6	2	i	1
> COC(/C=C/Nc1ccc(Br)cc1)=C(C#N)C#N
    2	-8	0	0.1	0	3	1	i	-5
> C=CCN1CC(=O)N2C(c3ccccc3)c3[nH]c4ccccc4c3C[C@H]2C1=O (stereo not given in full)
    2	-4	6	-0.5	-2	6	-1	i	-9
> CCc1nc2ccc(C(=O)Nc3ccc(NC(C)=O)cc3)cn2c1N(C)CCCc1ccccc1
    3	12	-1	0.0	-2	-7	1	i	-7
> COc1cc(C(=O)NCC(=O)N/N=C/c2ccco2)cc(OC)c1OC
    5	-10	2	1.1	-2	-3	1	i	-1
> O=C(Nc1ccccc1N1CCOCC1)c1cnccn1
    -3	-2	-1	-0.7	-3	10	-11	i	-23
> CS(=O)(=O)c1ccc(Cl)c(NC(=O)Cc2c(F)cccc2Cl)c1
    1	-2	4	1.2	-6	5	-1	i	11
> COCCCn1c(C23CC4CC(CC(C4)C2)C3)n[nH]c1=S
    1	-1	2	-0.9	-4	-10	1	i	-35
> O=S(=O)(NCCc1ccncc1)c1cc(Br)ccc1F
    -6	-8	2	-0.9	-7	-8	5	i	5
> CCN1C2OC3OC4C(OC3OC2N(CC)S1(=O)=O)N(CC)S(=O)(=O)N4CC (stereo not given)
    3	-6	-6	-0.2	-2	0	5	i	0
> Cc1ccc(Cl)cc1NC1=C/C(=N\S(=O)(=O)c2cccs2)c2ccccc2C1=O
    2&3	45&35	10&10	5.6*	2&0	-1&-7	-15&0	i	11&14
> CC(=O)N1N=C2c3ccccc3CCC2C1c1cccs1 (stereo not given)
    -2	5	3	-0.8	0	-3	-2	i	-4
> O=c1ccc(/C=C/c2ccccc2)nn1Cc1ccccc1
    5	28	-3	0.5	-4	-9	7	i	10
> c1cncc(-c2nc(N3CCOCC3)c3ccccc3n2)c1
    -4	-5	3	nt	-6	4	-8	i	-12
> CCOc1ccc2oc(C(=O)N3CC(C)OC(C)C3)c(C)c2c1 (stereo not given)
    -1	-4	3	-1.2	-2	2	0	i	7
> COCCCNC(=O)C(CC(N)=O)NC(=O)OCc1ccccc1 (stereo not given)
    -5	-10	-2	-0.2	-4	4	-3	i	-6
> Cc1ccc(C(=O)Nc2ccc(C(=O)N3CCCCC3)cc2)o1
    0	-4	-4	-0.7	-6	-5	2	i	-1
> CCOCCCNC(=O)C(NC(=O)c1ccc(NC(C)=O)cc1)c1ccc(Cl)cc1 (stereo not given)
    1	-5	-4	-0.9	-1	-8	-5	i	-2
> O=C1CC(NS(=O)(=O)c2cc(F)ccc2F)CN1c1cccc(F)c1 (stereo not given)
    3	-3	1	0.0	-1	0	3	i	-12
> O=C(NCc1ccccn1)c1cn(-c2ccccc2)nc1-c1ccc(Cl)cc1
    -4	18	-3	-1.4	0	-14	-4	i	-9
> CCCN1C(=O)/C(=C/c2c(NCCCOCC)nc3c(C)cccn3c2=O)SC1=S
    1	-88	38*	1.8	-5	-48	-176	+	-88
> COc1ccc(NC(=O)c2sc3ncn(CC(=O)N4CCCCC4)c(=O)c3c2C)cc1OC
    0	-4	-1	0.0	-3	-1	2	i	-28
> O=c1cc(C=NNc2ccccc2)[nH]c(=O)[nH]1
    -2	-2	-8	2.9	-1	-3	6	i	1
> COc1ccc2cc3cc(C(=O)NCCCN4CCc5ccccc5C4)sc3nc2c1
    -7	-5	2	1.5	-7	-8	1	i	-1
> CSc1ccc(/C=C/C(=O)OCC(=O)c2ccc[nH]2)cc1
    -1	-4	3	2.4	-1	-4	3	i	-6
> COC(=O)CNC(=O)CN1C(=O)N(c2cccc(Cl)c2)C(N(O)C(=O)Nc2cccc(Cl)c2)C1(C)C (stereo not given)
    -2	-201	4	-0.2	-6	-1	8	i	-10
> COc1ccc(OCCCC(=O)NCCc2ccc(OC)c(OC)c2)cc1
    5	-5	-3	0.4	-5	-17	0	i	15
> COc1cc(/C=C2\C(=N)N3N=C(CC(=O)N4CCOCC4)SC3=NC2=O)cc(OC)c1OC
    3	-5	1	-0.2	-4	-8	-1	i	-3
> O=C(Cc1ccccn1)Nc1ccccc1
    2	-6	3	-1.1	-1	3	6	i	-6
> COC(=O)C1=C(C)N(Cc2ccccc2)C(=NCCc2ccccn2)N[C@H]1c1cccc(F)c1
    1	-14	-7	-0.2	-6	-5	-4	i	-77
> CCOC(=O)C1=C(COC(=O)CCOc2ccc(OCC)cc2)NC(=O)NC1C (stereo not given)
    -1	-3	-1	0.0	-1	-15	6	i	-6
> COC/C=C/C1=CC2=CC(=O)C(C)(OC(=O)c3cnc4ccccc4n3)C(=O)C2=CN1c1ccc(OC)cc1 (stereo not given)
    3	-6	1	0.9	-5	-7	0	i	5
> Oc1cc2ccccc2nc1-c1ccccc1Cl
    -2	-3	-6	0.1	0	3	-1	i	15
> COCCn1c(C)cc(O)c(C(=O)Nc2cccc(Cl)c2)c1=O
    2	15	1	-1.4	-10	0	-1	i	1
> CN(c1ccccc1)S(=O)(=O)c1cccc(C(=O)OCC(=O)NCCCN2CCCC2=O)c1
    -3	0	-5	-1.9	-5	8	1	i	12
> COc1cc(C(C)=O)ccc1OCC(=O)N1CCCC1c1ccc2c(c1)OCCCO2 (stereo not given)
    0	-6	0	-0.9	-2	2	-1	i	6
> COc1cccc(/C=N/NC(=O)C[n+]2ccccc2)c1OC
    2	-4	-17	-0.1	0	0	0	i	4
> CCC1(CC)Nc2ccccc2C(=O)N1c1ccc(NC(C)=O)cc1
    -1	-5	3	0.0	-2	-1	4	i	12
> CCn1c(CCCOc2ccc(Cl)cc2Cl)nnc1SCC(=O)Nc1cccc(F)c1
    5	-4	6	0.1	-7	-6	3	i	2
> COCCN(C(=O)CNC(=O)c1cccs1)C(C(=O)NC(C)(C)C)c1ccccc1 (stereo not given)
    2	-8	-1	-0.1	-1	-6	4	i	-2
> COc1ccc(C(=O)N2CCN(c3ccc(C(C)=O)cc3)CC2)cc1S(=O)(=O)N1CCCC1
    -2	-3	-6	3.4	-6	10	2	i	5
> COc1ccc(C(=O)NCC(O)CN2CCOCC2)cc1[N+](=O)[O-] (stereo not given)
    2	-1	-1	0.6	-8	2	-2	i	-3
> CC(C)(C)Nc1nc(N2CCCC2)nc(N2CCCC2)n1
    2	2	-2	-0.8	-1	2	-7	i	0

(further entries)
Order of results – Rin1 Abl inh	FAS TE block	CSN deneddyl inh	MsrA inhibitor	bovine MsrA act	E coli Lon inh	MT1-MMP act inh	Rpn11 inh	MLLE-PAM2 inh
> CNC(=S)N/N=C1\CC(c2ccccc2)Oc2ccccc21 (stereo not given)
    1	21	-8	4.5	-3	1	0	i	17
> CC(=O)c1ccc(NC(=O)CCc2c(C)nn(-c3ccc(N4CCOCC4)nn3)c2C)cc1
    2	-7	-5	-0.1	0	-10	0	i	2
> Cc1nn(C)c(Sc2ccccn2)c1[N+](=O)[O-]
    -2	-4	3	-0.5	-12	-6	9	i	5
> Cc1cc(C)cc(NC(=O)C2CCCN(S(=O)(=O)c3cnc[nH]3)C2)c1 (stereo not given)
    1	-12	-4	0.0	1	-2	-5	i	2
> C[C@H](CO)N1C[C@H](C)[C@@H](CN(C)C)Oc2c(NS(=O)(=O)c3cccs3)cccc2C1=O
    -3	-3	1	-0.1	-2	6	-1	i	6
> Cc1ccc(C(=O)N/N=C2/NC(=O)CC(C(=O)Nc3ccccc3)S2)cc1 (stereo not given)
    4	-8	-9	-0.7	-9	-6	2	i	8
> CCOC(=O)C1(C/C(C)=N/NC(N)=O)CC(C)OC1=O (stereo not given)
    0	-11	-1	0.0	-2	-1	-1	i	-22
> CN(C(=O)c1cccs1)C1(C)CCS(=O)(=O)C1 (stereo not given)
    6	-6	2	0.1	-8	11	-1	i	10
> Cn1ccc(NC(=O)c2ccc(Cl)cc2)n1
    4	-6	-4	0.6	3	-5	3	i	0
> O=C(Nc1nc2c(F)cc(F)cc2s1)c1ccc([N+](=O)[O-])o1
    2	31	2	0.1	1	-6	-10	i	0

Entries above that have a nitro group on carbon, in the order listed:
Order of results – Rin1 Abl inh	FAS TE block	CSN deneddyl inh	MsrA inhibitor	bovine MsrA act	E coli Lon inh	MT1-MMP act inh	Rpn11 inh	MLLE-PAM2 inh
> COc1ccc(C(=O)NCC(O)CN2CCOCC2)cc1[N+](=O)[O-] (stereo not given)
    2	-1	-1	0.6	-8	2	-2	i	-3
> Cc1nn(C)c(Sc2ccccn2)c1[N+](=O)[O-]
    -2	-4	3	-0.5	-12	-6	9	i	5
> O=C(Nc1nc2c(F)cc(F)cc2s1)c1ccc([N+](=O)[O-])o1
    2	31	2	0.1	1	-6	-10	i	0

The results go on.
Order of results – Rin1 Abl inh	FAS TE block	CSN deneddyl inh	MsrA inhibitor	bovine MsrA act	E coli Lon inh	MT1-MMP act inh	Rpn11 inh	MLLE-PAM2 inh
> Cc1cc(N2CCOCC2)nc2ccccc12
    -2	-3	5	1.6	-2	-11	2	i	3
> NC(=O)c1nsc(C(=O)N(c2ccccc2F)C(C(=O)NCc2ccc(F)cc2)c2ccc(O)cc2)c1N (stereo not given)
    2	23	0	2.3	-4	0	-19	i	-1
> N#Cc1ccc(NC(=O)CSc2cn[nH]n2)cc1
    3	-12	1	-0.6	-4	-1	0	i	6
> Cc1nsc(N)c1C(=O)O
    1	-5	-2	0.6	-4	-9	-3	i	8
> CCC1(C)C2(C#N)C(N)=NC(OC)(OC)C12C#N (stereo not given)
    -1	-6	4	-0.4	-2	-3	1	i	-102
> COc1cccc(N2CCN(C(=O)c3cccn4c(=O)c5c(C)c(C)sc5nc34)CC2)c1
    -2	5	5	-0.9	-8	-4	7	i	27
> O=C(c1cccc(S(=O)(=O)N2CCc3ccccc3C2)c1)N1CCN(c2ccc(O)cc2)CC1
    -2	4	-4	-0.4	-7	0	-10	i	-6
> O=C(c1ccccc1)N(CCO)Cc1cc2cc3c(cc2[nH]c1=O)OCCO3
    3	-7	-3	0.8	-4	-9	-5	i	57*
> COc1ccccc1CCN1CCCC(CN(C)C(=O)CCC(=O)N(C)C)C1 (stereo not given)
    3	-4	5	-1.6	-4	2	1	i	-4
> COc1cc2c(cc1OC)C(=O)CCC2
    1	-5	-7	0.3	-2	-15	0	i	13
> O=c1ccsc2ccccc12
    3	-4	3	1.1	-2	-17	-2	i	7
